Vif-A3F inh = qHTS for Inhibitors of Vif-A3F Interactions: qHTS | HeLa A3F-eYFP + Vif (tagged APOBEC3F with the HIV-1 protein that degrades it), YFP fluorescence increase | Potency, µM (titrated, usually from 46.1 µM), for the others: top-dose activity, negative = active | 390,000 tested, 0.2% active; note: potency is the fitted concentration of half-maximal effect; % of control where 0% means no effect; nearly all actives have a fitted effect of over 65% in size
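HeLa cells stably expressing A3F-eYFP plus Vif, plated and incubated overnight at 37 deg C, then exposed to compounds overnight at 37 deg C. Blocked degradation read as raised yellow fluorescence (Ex 488/Em 500-530).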
TrxR1 substrate = qHTS Assay for Substrates of Mammalian Selenoprotein Thioredoxin Reductase 1 (TrxR1): qHTS. purified TrxR1 substrate turnover, NADPH consumption readout. 390,000 tested, 0.01% active. Potency, µM (doses to about 114 µM), without a hit: at the top dose activity change, negative = substrate turnover; note: potency is the fitted concentration of half-maximal effect; % is set by controls: 0 for no effect and ±100 for the full control effect; nearly all actives have a fitted effect of over 50% in size
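Rat TrxR1, dispensed at 90 nM, was prereduced with 400 uM NADPH (final) for 5 min at ~22 deg C, then incubated with compound 15 min before 400 uM selenite. A first-read NADPH fluorescence drop versus no-compound background flagged substrates.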
RXFP1 agonist = qHTS Assay for Agonists of the Relaxin Receptor RXFP1; 370,000 tested, 0.3% active; Relaxin receptor 1 (Homo sapiens), Q9HBX9; AID 2676, 2010; HEK293T-RXFP1 cAMP TR-FRET, 30 min; response scale: percent of porcine relaxin response, buffer zero; Potency, µM (titrated, usually from 57.5 µM), without a hit: top-dose activation, actives largely listed as activators; note: potency is the fitted concentration of half-maximal effect; % is set by controls: 0 for no effect and ±100 for the full control effect; nearly all actives have a fitted effect of over 60% in size; many of its hits are not listed in these tables
Target sequence (Q9HBX9 whole entry, looked up): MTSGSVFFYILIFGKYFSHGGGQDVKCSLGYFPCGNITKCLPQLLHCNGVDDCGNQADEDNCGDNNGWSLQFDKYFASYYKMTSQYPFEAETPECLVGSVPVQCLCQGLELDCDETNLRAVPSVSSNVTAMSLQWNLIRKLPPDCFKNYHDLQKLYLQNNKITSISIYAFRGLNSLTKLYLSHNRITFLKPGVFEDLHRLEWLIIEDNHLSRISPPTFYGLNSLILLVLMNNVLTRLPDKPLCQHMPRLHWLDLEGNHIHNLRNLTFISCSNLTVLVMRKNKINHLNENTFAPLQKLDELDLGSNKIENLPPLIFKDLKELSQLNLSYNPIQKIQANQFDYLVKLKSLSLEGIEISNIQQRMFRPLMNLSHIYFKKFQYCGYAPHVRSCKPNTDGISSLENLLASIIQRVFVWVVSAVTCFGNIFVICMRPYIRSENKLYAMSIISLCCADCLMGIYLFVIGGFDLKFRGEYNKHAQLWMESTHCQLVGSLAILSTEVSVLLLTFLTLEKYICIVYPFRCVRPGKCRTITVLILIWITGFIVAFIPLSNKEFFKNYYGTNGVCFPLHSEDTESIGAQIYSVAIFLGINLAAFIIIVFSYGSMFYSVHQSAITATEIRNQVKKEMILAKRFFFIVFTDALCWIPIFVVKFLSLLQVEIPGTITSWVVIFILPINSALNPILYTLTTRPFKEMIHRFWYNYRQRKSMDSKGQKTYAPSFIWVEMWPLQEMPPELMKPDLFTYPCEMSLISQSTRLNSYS
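HEK293T cells stably expressing RXFP1 were pretreated with the PDE4 inhibitor Ro 20174, exposed to compounds for 30 min at 37C, lysed, and cAMP was read by TR-FRET. Data normalized to buffer (basal) and 29 nM porcine relaxin (100%).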
Vif-A3G inh = qHTS for Inhibitors of Vif-A3G Interactions: qHTS; Potency, µM (top dose mostly 46.1 µM), inactives show at the top dose activity, negative = active, usual class: inhibitors; AID 602310, 2012; 410,000 tested, 0.076% active; DNA dC->dU-editing enzyme APOBEC-3G (Homo sapiens), Q9HC16; HeLa A3G-eYFP + Vif (tagged APOBEC3G with the HIV-1 protein that degrades it), YFP fluorescence, overnight;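 note: potency is the fitted concentration of half-maximal effect; % is set by controls: 0 for no effect and ±100 for the full control effect; nearly all actives have a fitted effect of over 60% in size; hits raise eYFP signal because A3G escapes Vif-driven loss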
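Read-out is eYFP fluorescence (Ex 488/Em 500-530) from Vif-expressing HeLa A3G-eYFP cells; more signal means A3G escaped Vif-mediated degradation. Cells plated overnight, compound pinned in, incubated overnight at 37 deg C.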
IDH1 R132H inh = qHTS for Inhibitors of mutant isocitrate dehydrogenase 1 (IDH1): qHTS | Isocitrate dehydrogenase [NADP] cytoplasmic (Homo sapiens), O75874 | IDH1-R132H enzyme, NADPH consumption, diaphorase/resazurin fluorescence | Potency, µM (top dose mostly 76.6 µM), for the others: top-dose activity change, negative = inhibition, actives largely listed as inhibitors | 390,000 tested, 0.093% active | AID 602179, 2012; note: potency is the fitted concentration of half-maximal effect; % is set by controls: 0 for no effect and ±100 for the full control effect; nearly all actives have a fitted effect of over 65% in size
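IDH1-R132H (0.5 ug/mL dispensed) in pH 7.5 Tris buffer was preincubated 30 min with compound, then given a substrate mix of 0.016 mM NADPH and 2 mM alpha-KG for 80 min at room temperature; remaining NADPH was read by diaphorase/resazurin fluorescence.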
PI4K2A block = qHTS for small molecular inhibitors of PI4K2A. Phosphatidylinositol 4-kinase type 2-alpha (Homo sapiens), Q9BTU6. 420,000 tested, 0.13% active. activity change, negative = inhibition, % at 76.9 µM. purified PI4K2A, ADP-Glo luminescence, 1 h; active compounds read low; in the data active = activity change below about -50%; inconclusive = mostly about -30% to -49%;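 note: -100% = wells without enzyme as full effect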
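ADP-Glo luminescence measured ADP generated by PI4K2A enzyme (4 ug/mL before mixing) with 1.2 mM PI substrate (pre-mix) and 300 microM ATP (pre-mix). Tris pH7.5 buffer with MgCl2, Triton X-100; 1 h reaction at ambient temperature.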
LDHA inh = qHTS assay for inhibitors of human lactate dehydrogenase; purified LDHA, NADH/diaphorase-resazurin fluorescence; active compounds read low; activity change, % (values are at about 110 or 230 µM); 480,000 tested, 0.15% active; L-lactate dehydrogenase A chain (Homo sapiens), P00338; in the data active = activity change below about -30%; inconclusive = mostly about -25% to -30%;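 note: plate controls were DMSO wells for no effect and wells without enzyme for full effect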
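Human LDH5 (2 nM) was incubated with 0.06 mM NADH and 0.2 mM pyruvate for 5 min at room temperature in Tris pH 7.4. Remaining NADH was coupled through diaphorase/resazurin, and resorufin fluorescence was read at 0 and 20 min.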
USP1 inh = Inhibitors of USP1/UAF1: Primary Screen. Ubiquitin carboxyl-terminal hydrolase 1 (Homo sapiens), O94782. recombinant USP1/UAF1, Ub-Rhodamine cleavage fluorescence. Potency, µM (highest dose often 57.1 µM), without a hit: at the highest dose activity change, negative = inhibition, actives largely listed as inhibitors. 390,000 tested, 0.23% active; note: potency is the fitted concentration of half-maximal effect; % is set by controls: 0 for no effect and ±100 for the full control effect; nearly all actives have a fitted effect of over 60% in size; inactives centre near -12
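High-throughput fluorogenic screen: 1nM USP1/UAF1 complex, Ub-Rho substrate 150nM final, 50mM HEPES pH 7.8 with 0.5mM EDTA, 0.1 mg/ml BSA, 1mM TCEP and 0.01% Tween-20.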
GRP78 ERSR act = qHTS for Inducers of the Endoplasmic Reticulum Stress Response (ERSR) in Human Glioma: qHTS | U87-MG GRP78 promoter luciferase reporter, 16 h | Potency, µM, for inactives: top-dose activation, most hits filed as activators | 420,000 tested, 0.02% active; note: potency is the fitted concentration of half-maximal effect; series mostly up to about 76 µM; % of control where 0% means no effect; nearly all actives have a fitted effect of over 35% in size
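Stably transfected U87-MG human glioma cells carrying a GRP78-based luminescent sensor were seeded at 1000 cells/well, pin-dosed with compounds and incubated 16 h. Luciferase reagent was then added, and end-point luminescence was read after 10 min at room temperature.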
An asterisk follows results filed as active; u = inconclusive; x = not tested or not shown; & = joins results of further samples; [ ] = another dose, or the depositor's remark. Unless noted, calls come from the whole dose curve; as a rule, active = well fitted curve in the direction sought with a large enough effect; inconclusive = small, poorly fitted or top-dose-only effect, or another doubt; inactive = no such curve, though single readings can be large; an effect the other way counts as inactive or inconclusive. Only part of the results is shown, so the mix of outcomes need not match the whole.

SMILES	Vif-A3F inh	TrxR1 substrate	RXFP1 agonist	Vif-A3G inh	IDH1 R132H inh	PI4K2A block	LDHA inh	USP1 inh	GRP78 ERSR act
COC(=O)c1ccc(N(CC(=O)NC2CCCC2)C(=O)CNC(=O)c2cccs2)cc1	14%	-12%	2.2%	1%	1%	-1	-6	-5%	-5%
O=C(Nc1nnc(/N=C/c2ccco2)s1)c1ccc(F)cc1	x	-7%	3.6%	-1%	2%	-9	1	-15%	4%
COCCSc1nnc(NC(=O)C2CC(=O)N(c3ccc(C)cc3)C2)s1 (centres undefined)	0%	-3%	-0.7%	0%	2%	-1	-3	-5%	-2%
CC(C)(C)C(=O)COC(=O)c1cc2ccccc2cc1O	3%	-7%	3.6%	0%	0%	1	0	-23%	3%
C/C(CC(C)(C)c1ccccc1)=N\NS(=O)(=O)c1ccccc1	-7%	4%[57.1 µM]	-1.8%	0%	5%	-19	-7	-6%	-1%
COc1cc(C)c(C#N)c(OC)n1	-18%	6%	2.9%	1%	0%	-1	-6	-20%	-6%
CN(C)C(=O)CN(c1ccc(F)c(Cl)c1)S(C)(=O)=O	-3%	7%	-0.5%	1%	8%	-6	-12	0%	-2%
CCN(CC)C(=O)C1=C(C)NC(=S)NC1c1ccc(C)s1 (centres undefined)	18%	7%[57.1 µM]	3.6%	2%	-5%	-2	-8	-23%	-1%
Cc1ccc(C(=O)CCC(=O)N2CCN(c3ccccc3O)CC2)cc1	1%	4%[57.1 µM]	1.2%	0%	5%	-5	12	-11%	1%
CCC1(c2ccc(F)cc2)NC(=O)N(CC(=O)N2c3ccccc3NC(=O)CC2C)C1=O (centres undefined)	-3%	-1%	1.1%	-10%	-7%	2	-5	-3%	-1%
Cc1cc(N2CCOCC2)n2nc(C)c(-c3ccccc3Cl)c2n1	3%	5%	0.6%	-5%	11%	-4	0	-22%	-4%
O=C(COC(=O)c1ccc(F)cc1F)NC(=O)Nc1ccc2c(c1)OCCO2	-10%	1%	-0.2%	0%	-3%	-2	-8	-12%	-2%
COc1cc(/C=N/NC(=O)COc2ccccc2C)ccc1OC(=O)c1cccs1	0%	-2%	1.3%	1%	0%	7	-2	-15%	-4%
COc1cccc(C(=O)Nc2nnc(Cc3ccc(OC)c(OC)c3)s2)c1	3%	-6%	-5.3%	-1%	0%	-11	0	-25%	-2%
Cc1ccc(NC(=O)CCNC(=O)c2ccc([N+](=O)[O-])cc2)cc1S(=O)(=O)N(C)C	10%	2%[57.1 µM]	-0.1%	1%	7%	-2	0	-13%	-3%
CCc1cc2c3c(c1)C(C)CC(C)(C)N3C(=O)C2=O (centres undefined)	1%	-10%	8.1%	2%	6%	15	-5	-18%	-3%
COc1cccc(-c2nnc3sc(-c4ccccn4)nn23)c1	0%	4%[57.1 µM]	1.5%	-6%	-2%	-6	0	-3%	3%
CCc1cccc(NC(=O)CSc2nc3ccccc3nc2N2CCCCC2)c1	1%	6%	4.5%	7%	13%	-1	9&-11	-33%	-2%
COc1cc2c(cc1OC)C(C(=O)Nc1ccccc1N1CCN(C)CC1)C1c3ccccc3CCN1C2=O (centres undefined)	-8%	6%[57.1 µM]	-1.3%	3%	3%	2	-9	-19%	-2%
COc1ccc(Br)cc1S(=O)(=O)N1CC(C)OC(C)C1 (centres undefined)	-2%	-9%	1.2%	0%	0%	-3	-5	-6%	-2%
O=C(Nc1ccc(CCC(=O)N2CCCC2)cc1)c1ncn[nH]1	-9%	-2%	1.8%	1%	1%	4	-5	-17%	-4%
COc1ccc(C(CNC(=O)c2cccc(S(=O)(=O)N3CCOCC3)c2)N2CCCC2)cc1 (centres undefined)	1%	-1%	-1.9%	7%	7%	3	-8	-8%	5%
Cc1ccc(/C=N\NC(=O)c2cc([N+](=O)[O-])cc([N+](=O)[O-])c2)o1	1%	-22%[57.1 µM]	3.7%	1%	5%	-3	8	-9%	-5%
Cc1ccc(CN2CCN(Cc3ccccn3)CC2CCO)cc1 (centres undefined)	-11%	5%	-1.7%	3%	-3%	-1	-4	-5%	-4%
O=C(NN1C(=O)C2C3C=CC(C3)C2C1=O)c1ccco1 (centres undefined)	3%	-11%	2.9%	-9%	1%	-5	-2	3%	-7%
SMILES	Vif-A3F inh	TrxR1 substrate	RXFP1 agonist	Vif-A3G inh	IDH1 R132H inh	PI4K2A block	LDHA inh	USP1 inh	GRP78 ERSR act
CN1C(=O)[C@@H]2[C@@H]3C[C@@H]([C@H]4ON=C(c5ccc(Cl)cc5)[C@@H]34)[C@@H]2C1=O	1%	2%	-0.8%	2%	9%	-1	-2	-7%	-4%
COc1ccc(Cn2c(CCC(=O)NCc3ccc(Cl)cc3)nc3cccnc32)cc1	3%	11%	3.5%	-3%	9%	-2	-7	-17%	-4%
COCCCNc1ncnc2c1nc1n2CCCC1	-22%	5%	12%	-7%	4%	-5	0	-19%	-5%
COc1ccc(CNC(=O)N2CCN(c3cccc(Cl)c3)CC2)cc1OC	-13%	7%[57.1 µM]	-1.2%	-2%	14%	5	-7	-21%	-4%
COc1cccc(Cc2nc3ccccc3nc2SCC(=O)N2CCCCC2C)c1 (centres undefined)	1%	5%[57.1 µM]	21%	3%	5%	-2	1	-26%	-2%
COc1ccc(NC(=O)COC(=O)c2ccc(OCc3c(C)noc3C)cc2)cc1OC	-6%	3%	-2.7%	0%	1%	-3	2	-8%	-3%
Cc1cc(=O)oc2cc(OCC(=O)OCC(=O)N(CCC#N)c3ccccc3)ccc12	-1%	5%	2.6%	5%	11%	1	-1	-24%	-6%
COC(=O)c1ccc(CNC(=O)C2CCC(=O)N(CCc3ccccc3)C2)cc1 (centres undefined)	1%	5%	-2.8%	2%	-3%	2	-4	-22%	0%
CC1=CC(C)(C)n2c(O)c(N=NC(N)=S)c3cccc1c32	-17%	-4%	0.5%	0%	-1%	0	1	-5%	-1%
O=[N+]([O-])c1cc(S(=O)(=O)N2CCOCC2)ccc1OCc1cccc(Cl)c1	-17%	-6%	-2.2%	4%	2%	-3	0	-20%	-1%
COc1cc(OC)cc(-c2c(C#Cc3ccsc3)c3cc(-c4ccc5c(c4)OCO5)ccc3n2C)c1	-5%	20%[57.1 µM]	x	-3%	8%	3	-1	-28%	-5%
O=[N+]([O-])c1ccc(Sc2ccncn2)c([N+](=O)[O-])c1	6%	x	x	-20%	-5%	20	1	-29%	-13%
Cc1ccc(-c2nc3ccccc3s2)cc1NC(=O)c1ccc2c(c1)OCO2	-8%	25%	24%	-7%	4%	1	-22	-9%	5%
C/C(=N\NC(=O)CN1CCN(c2ccc(F)cc2)CC1)c1ccco1	7%	7%[57.1 µM]	x	-1%	-5%	0	-3	-11%	-3%
COc1ccc(COc2ccc3ccc(=O)oc3c2)cc1	-3%	6%	2.1%	-1%	11%	-19	-6	-9%	3%
O=C(O)c1cc(S(=O)(=O)NCC2CCCO2)ccc1Cl (centres undefined)	-1%	-5%	0.1%	4%	4%	2	-3	-6%	0%
CC(C)(O)C#Cc1ccc(CN2CCCC(CO)(Cc3cccc(Cl)c3)C2)cc1 (centres undefined)	-14%	3%	-2.1%	0%	0%	1	1	u	-3%
CN(C)c1ccc(C(=O)c2ccc(O)cc2O)cc1	1%	-9%	-0.3%	-11%	6%	10	2	-9%	2%
COCCCNC(=O)CSc1nc2cc3c(cc2c(=O)n1CCCCCC(=O)NCc1ccc2c(c1)OCO2)OCO3	-5%	5%[57.1 µM]	2.2%	-2%	-1%	-5	1	-2%	-1%
CSc1cccc(NC(=S)N2CCC(N(C)C3CCCCCC3)CC2)c1	1%	1%	0.1%	0%	5%	0	-6	-1%	-3%
CCN1C(=O)[C@H]2[C@H]3CN=C(SCc4ccc(Cl)cc4)N3[C@@](C)(C(=O)OC)[C@H]2C1=O	-2%	-4%	x	4%	2%[38.3 µM]	-1	-1	-30%	-4%
CCCNC(=O)CN(C)S(=O)(=O)c1c(C)cc(C)cc1C	-13%	-2%[57.1 µM]	1.0%	0%	7%	2	-4	-10%	-4%
Cn1c(=O)cc(OCC(=O)NCCCN2CCN(c3ccccc3F)CC2)c2ccccc21	-4%	6%	2.0%	-6%	9%	1	0	-20%	-4%
C1=C(N2CCOCC2)/C(=C/c2nc3ccccc3[nH]2)CC1	-13%	12%[57.1 µM]	1.4%	-16%	0%	-16	2	-18%	0%
CCOC(=O)N1CCN(S(=O)(=O)N2CCCC(C(=O)NCCCN3CCCCC3CC)C2)CC1 (centres undefined)	-20%	5%	0.2%	-2%	-3%	1	-1	-8%	1%

High-throughput results from PubChem.
